Screening results from PubChem.
ADAM10 inh: inhibits human ADAM10. 370,000 tested, 0.62% active. recombinant ADAM10, EDANS/DABCYL FRET peptide cleavage, 3 h. inhibition, % at 7 µM;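 active means inhibition above a per-campaign cutoff equal to the mean of compounds falling between control-based bounds plus 3 SD, cut at about 20% in these data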;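 further: 0% = DMSO wells while the 100% control is not disclosed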
hgDAF-12 ag: agonists of H. glycines DAF-12 nuclear receptor | HEK293 GAL4-hgDAF12 UAS-luciferase reporter, agonist luminescence; normalized to butyrate control | activation, % at 6.8 µM | 370,000 tested, 1.8% active;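 active means activation above a cutoff set at the mean of all screened compounds plus 3 SD, cut at about 10% in these data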;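 further: 0% = DMSO wells and 100% = sodium butyrate wells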
FXN GAA850 act: frataxin GAA850 promoter activation; HEK293 lucGAA850 FXN promoter luciferase reporter, 24 h; percent of 10 µM SAHA response; activation, % at 6 µM; 360,000 tested, 0.56% active;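 active means activation above the average of all compounds screened plus 3 SD, cutoff fixed separately per campaign, cut at about 7.5% in these data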;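 further: 0% = DMSO wells and 100% = 10 µM SAHA wells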
ADAM17 inh: inhibits human ADAM17. P78536. recombinant ADAM17, EDANS/DABCYL FRET peptide cleavage. inhibition, % at 6.95 µM. 370,000 tested, 0.83% active. AID 720648;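 active means inhibition above the mean of compounds lying between control limits plus 3 SD, set per campaign, cut at about 8.5% in these data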;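 further: 0% = DMSO-only wells as the low control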
Target sequence (P78536 215-824 limits assumed): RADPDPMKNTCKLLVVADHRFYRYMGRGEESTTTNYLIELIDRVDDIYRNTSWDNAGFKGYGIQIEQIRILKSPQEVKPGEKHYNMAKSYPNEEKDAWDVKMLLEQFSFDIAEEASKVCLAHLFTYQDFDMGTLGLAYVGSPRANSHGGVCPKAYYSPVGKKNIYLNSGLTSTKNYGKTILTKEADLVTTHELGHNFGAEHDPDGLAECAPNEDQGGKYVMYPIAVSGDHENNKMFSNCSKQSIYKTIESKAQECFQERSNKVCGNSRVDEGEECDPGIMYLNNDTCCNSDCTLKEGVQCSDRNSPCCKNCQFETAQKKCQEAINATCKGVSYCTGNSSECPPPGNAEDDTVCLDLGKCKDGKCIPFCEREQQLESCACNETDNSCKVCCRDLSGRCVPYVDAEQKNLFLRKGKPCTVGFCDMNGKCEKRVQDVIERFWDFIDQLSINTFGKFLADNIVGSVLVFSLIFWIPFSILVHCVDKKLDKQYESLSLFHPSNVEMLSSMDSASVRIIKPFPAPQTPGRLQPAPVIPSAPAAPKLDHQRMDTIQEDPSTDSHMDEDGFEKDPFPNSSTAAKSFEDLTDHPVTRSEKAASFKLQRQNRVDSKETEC
SMARCA2 act: activators of SMARCA2 function. MG213 cells, MMTV-luciferase reporter, dexamethasone, overnight. activation, % at 9.1 µM. 370,000 tested, 1% active; in the data active means activation above about 7.8%;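 further: 0% = vehicle wells and 100% = reference activator wells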
DAX1 inh-1: inhibits human nuclear receptor DAX1. HEK293 Gal4-DAX1 luciferase reporter, luminescence. inhibition, % at 6.75 µM. 340,000 tested, 0.99% active. AID 504766. P51843;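 active means inhibition above the mean over all tested compounds plus 3 SD, cut at about 4.2% in these data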;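 further: 0% = DAX1-transfected cells with DMSO and 100% = empty-vector control cells with DMSO; inhibition shows as a rise in luminescence from relieved DAX1 repression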
Target sequence (P51843 207-470 limits assumed): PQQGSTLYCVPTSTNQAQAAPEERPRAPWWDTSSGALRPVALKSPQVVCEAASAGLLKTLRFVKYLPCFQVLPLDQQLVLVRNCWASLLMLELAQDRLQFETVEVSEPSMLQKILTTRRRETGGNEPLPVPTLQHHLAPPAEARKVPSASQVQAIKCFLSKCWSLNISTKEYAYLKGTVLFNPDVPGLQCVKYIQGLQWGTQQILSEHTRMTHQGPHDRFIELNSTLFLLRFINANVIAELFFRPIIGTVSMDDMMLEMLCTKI
ssDAF12 agonist: activators of S. stercoralis DAF-12 nuclear receptor | HEK293 ssDAF-12/GRIP1 lit1-tk-luc reporter, luminescence; % of 3 µM dafachronic acid response | activation, % at 6.8 µM | 370,000 tested, 1% active | AID 652126;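 active means activation above the mean over all tested compounds plus 3 SD, cut at about 0.9% in these data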;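 further: 0% = DMSO-only wells and 100% = 3 µM delta7-dafachronic acid wells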
PG9 binder: small molecules binding HIV-1 gp120 antibody PG9. TR-FRET gp120-PG9 antibody binding. inhibition, % at 6.7 µM. 360,000 tested, 0.43% active. AID 624416; in the data active means inhibition above about 8.5%
GC-A act: GC-A (human) enzyme activation; P16066; HEK293 GC-A cells, cGMP TR-FRET, EC30 ANP; 0% at EC30 ANP, 100% saturating ANP; activation, % at 10 µM; 370,000 tested, 0.14% active; in the data active means activation above about 40%
hcDAF-12 act: activators of H. contortus DAF-12 nuclear receptor | HEK293 hcDAF-12 lit1-tk-luc reporter, luminescence; 0% DMSO, 100% Δ7-dafachronic acid | activation, % at 6.8 µM | 370,000 tested, 1.4% active;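 active means activation above the mean of all tested compounds plus 3 SD, cut at about 5.5% in these data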;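 further: 100% = response to 3 µM Δ7-dafachronic acid high control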
DAX1 inh-2: inhibitors of DAX1 repression of SF-1 activated StAR promoter. inhibition, % at 6.8 µM. HEK293T StAR-luciferase reporter, SF-1/DAX-1 repression relief. AID 652010. 370,000 tested, 1.1% active;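 active means inhibition above the mean over all tested compounds plus 3 SD, cut at about 3.6% in these data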;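 further: 0% = DAX-1 cells with DMSO and 100% = cells lacking DAX-1 with DMSO; higher inhibition means more luminescence from relief of DAX-1 repression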
* marks the source's active call; other numbers are inactive results; i = inactive; x = not tested or not shown; & = joins results of further samples.

SMILES	ADAM10 inh	hgDAF-12 ag	FXN GAA850 act	ADAM17 inh	SMARCA2 act	DAX1 inh-1	ssDAF12 agonist	PG9 binder	GC-A act	hcDAF-12 act	DAX1 inh-2
COc1ccc(C)cc1NC(=O)C(OC(=O)CNC(=O)c1ccc(Br)cc1)c1ccccc1 (centres undefined)	16	-3.1	1.5	-1	-5	1.3	0.3	-2.5	-4	2.4	0.0
COc1ccccc1-n1c(Cc2cccs2)n[nH]c1=S	-4	-0.7	1.3	3	1	-1.1	-1.3	-1.1	0	-2.9	-0.5
COC(=O)NNC(=O)Cc1cccc2ccccc12	-1	-0.8	0.3	1	-2	-1.1	-0.6	-1.3	2	-1.3	1.5
CC(C)(C)OC(=O)N[C@H](/C=C/c1ccccc1)C(=O)OC(C)(C)C	1	1.8	-1.1	-4	0	-0.6	-1.6	0.3	0	-1.4	0.6
O=C(NCCc1ccccc1Cl)c1ccc2nc3ccccc3c(=O)n2c1	-94	3.3	-1.0	-33	0	0.0	-1.1	-0.5	12	1.3	0.6
Cc1ccc(S(=O)(=O)NC(Cc2ccccc2)C(=O)O)cc1 (centres undefined)	1	1.4	-1.2	-1	-3	-0.8	0.1	-3.1	7	-0.6	0.0
COc1ccc(OC)c(CNC(=O)CCn2c(=O)c3cccn3c3ccc(F)cc32)c1	-3	0.6	2.7	-2	-4	-0.4	-1.4	-1.3	-4	-1.4	-0.1
CCOC(=O)CCCn1nc(C)n2c(cc3sccc32)c1=O	-6	-1.3	1.9	0	2	0.0	-1.6	-0.2	5	-1.4	0.2
O=C(CSc1cccc[n+]1[O-])Nc1cccc(Oc2ccccc2)c1	0	0.0	2.2	-10	-2	0.7	-1.7	1.0	-4	0.5	0.7
COc1ccc(NC(=O)C2CCCN(S(=O)(=O)c3cccnc3)C2)cc1 (centres undefined)	-1	-1.2	2.8	0	-3	-0.1	-1.3	-0.5	3	-0.7	-0.4
COC(=O)c1cc(OC)c(OC)cc1NC(=S)N1CCN(C)CC1	-10	4.9	2.9	-5	-1	0.0	-0.6	-1.4	1	-0.4	-0.2
CC1CC(C)CN(Cc2nc(N)nc(Nc3ccc4ccccc4c3)n2)C1 (centres undefined)	8	2.9	-6.0	1	-1	0.8	-1.2	-0.9	-11	-0.8	-1.1

A different layout for 4 compounds above.
Molecule,ADAM10 inh,hgDAF-12 ag,FXN GAA850 act,ADAM17 inh,SMARCA2 act,DAX1 inh-1,ssDAF12 agonist,PG9 binder,GC-A act,hcDAF-12 act,DAX1 inh-2
CCOC(=O)CCCn1nc(C)n2c(cc3sccc32)c1=O,-6,-1.3,1.9,0,2,0.0,-1.6,-0.2,5,-1.4,0.2
CC1CC(C)CN(Cc2nc(N)nc(Nc3ccc4ccccc4c3)n2)C1 (centres undefined),8,2.9,-6.0,1,-1,0.8,-1.2,-0.9,-11,-0.8,-1.1
COC(=O)NNC(=O)Cc1cccc2ccccc12,-1,-0.8,0.3,1,-2,-1.1,-0.6,-1.3,2,-1.3,1.5
O=C(NCCc1ccccc1Cl)c1ccc2nc3ccccc3c(=O)n2c1,-94,3.3,-1.0,-33,0,0.0,-1.1,-0.5,12,1.3,0.6

Carrying on:
SMILES	ADAM10 inh	hgDAF-12 ag	FXN GAA850 act	ADAM17 inh	SMARCA2 act	DAX1 inh-1	ssDAF12 agonist	PG9 binder	GC-A act	hcDAF-12 act	DAX1 inh-2
Cc1ccc(NC(=O)NCCCN2CCCC2=O)cc1Cl	-13	4.7	3.0	3	0	2.1	-1.0	1.8	0	-1.8	1.4
COc1ccc(CCNS(=O)(=O)c2ccc(F)cc2)cc1OC	-1	0.9	3.0	-3	-3	0.8	-1.9	-0.4	3	-0.9	-0.6
COc1ccc(/C=C/C(=O)N2CCN(C)CC2)cc1OC	-36	0.5	1.6	-11	1	0.7	-1.3	-3.0	6	-1.2	-0.1
CC(NC(=S)NC1CCCCC1)C(c1ccccc1)N1CCOCC1 (centres undefined)	-1	-1.2	0.3	-2	-1	-0.2	-1.6	-0.3	-3	-1.1	-0.1
Nc1nc(SCc2ccc([N+](=O)[O-])cc2)nc2nc3c(cc12)CCCC3	-8	1.4	5.2	-6	0	-2.5	-0.9	0.1	9	-2.3	-0.3
COC(=O)c1ccc(C2/C(=C(/O)c3ccc(OC)cc3)C(=O)C(=O)N2Cc2ccco2)cc1 (centres undefined)	0	1.9	0.6	0	-1	-0.1	-1.6	1.8	3	-1.3	0.4
Cc1ccc(C2(CC(=O)Nc3nccs3)CCOC(C(C)C)C2)cc1 (centres undefined)	-13	0.0	-0.8	-6	-4	1.4	-1.1	2.8	-2	3.3	0.6
O=C(O)Cn1c2ccccc2c2ccccc21	-5	0.0	1.9	-1	1	2.0	0.1	-0.5	0	-0.5	-0.2
CC(=O)Nc1cccc(NC(=O)C(=O)Nc2ccc3c(c2)N(C(=O)C2CC2)CCC3)c1	-15	1.5	2.1	-4	4	-2.1	0.4	0.5	6	0.7	-2.4
CCOC(=O)C1(Cc2ccc(OC)cc2)CCN(C(=O)c2cc(C)nn2C)CC1	2	-4.1	-0.6	-4	-2	-0.2	-1.3	-0.3	1	-4.1	-0.4
O=C(CNc1cccc(C(F)(F)F)c1)N/N=C/c1ccccc1C(=O)O	6	0.4	0.3	1	-2	-1.0	-1.4	0.6	9	-1.7	0.1
COc1ccccc1CNCc1cccc(Oc2ccccc2)c1	-2	-0.9	2.8	-7	-2	-0.5	-1.7	0.0	-2	-1.1	0.3
CC(C)Cc1nc(NCCN2CCOCC2)c(C#N)c2c1COC(C)(C)C2	-28	3.3	3.3	-12	0	-1.2	-1.5	0.7	6	-1.2	0.1
Cc1ccc(Cl)cc1-c1ccc(/C=N/n2cnnc2)o1	-48	6.6	1.7	-20	1	-0.7	-0.9	0.5	-4	-0.3	-1.2
CCOC(=O)NC1Cc2ccccc2C1Sc1ccccn1 (centres undefined)	0	-0.3	1.1	-1	-2	-0.8	-0.7	1.4	-2	-1.9	-0.2
CCN(CC)C(=O)CSC1=C(C#N)C(c2ccco2)C(C(=O)OCCOC)=C(C)N1 (centres undefined)	-23&-18	2.5&-4.9	1.0&1.6	1&-7	-3&1	-2.1&-1.5	-1.2&-1.1	-1.6&-1.0	2&0	-1.7&-1.4	-1.4&-0.6
CC1CCCN(C(=O)C2CCN(S(=O)(=O)c3cccc4nonc34)CC2)C1 (centres undefined)	-3	-2.0	-1.9	-3	-1	-1.0	-0.7	-0.3	3	-1.3	-0.4
COc1cc(C(=O)N=C2SC3CS(=O)(=O)CC3N2c2ccccc2)cc(OC)c1OC (centres undefined)	-9	-0.6	0.9	-5	-3	0.6	-0.1	0.7	6	-0.7	0.0
CCN(CC(=O)NCc1ccc(F)cc1)C(=O)COc1ccc2ccccc2c1	0	0.7	-3.9	-2	0	1.4	-1.4	-0.8	5	0.0	-0.5
CC(OC(=O)CC1CCCCC1)C(=O)Nc1ccc(S(N)(=O)=O)cc1 (centres undefined)	-8	1.2	2.4	2	-1	1.1	-0.9	-0.9	3	-1.6	-0.5
Cc1c(OCC(=O)NCCN2CCOCC2)ccc2c1oc(=O)c1ccccc12	-449	-1.4	-1.1	-150	1	-1.5	-1.5	-0.7	2	1.8	0.6
O=C(Nc1ccc(Cl)cc1C(=O)Nc1ccncc1)c1ccco1	-12	-2.5	3.3	-7	0	-1.1	-1.2	-1.5	-25	-1.2	-0.9
O=C(C(=O)N1CCN(c2ccncc2)CC1)c1cccc(Br)c1	-9	-0.3	x	-2	2	x	-1.1	-0.6	2	-2.7	-1.3
OC(COc1ccc2ccccc2c1)Cn1ccnc1 (centres undefined)	6	7.6	-0.2	0	-1	-0.6	-0.7	-2.0	1	-0.5	-1.6
COc1cccc(NC(=O)c2nnn(CC(=O)Nc3cc(C)cc(C)c3)c2N)c1	-8	-0.2	-0.9	-3	-1	1.0	-1.2	0.8	4	-1.1	-0.7
COCCn1ccc(O)c(Cc2ccc(Cl)cc2)c1=O	8	-0.1	-2.2	-1	0	0.1	-0.7	-1.2	5	-0.4	0.7
CC(=O)OC1C(OC(C)=O)N(C(C)=O)C(=O)N1C(C)=O (centres undefined)	8	-0.6	0.1	0	1	-0.7	-0.7	0.5	-1	-2.5	0.1
COc1cccc(-c2ccc3c(c2)N(Cc2ccccc2OC)C(=O)C(C)S3)c1 (centres undefined)	2	7.1	0.1	3	-2	x	-1.6	-1.9	-1	-1.2	-0.7
CCN(CC)CCN(CC(=O)N(C1CCCCC1)C1CCCCC1)C(=O)c1ccco1	-3	2.6	-1.8	-2	1	-0.7	-1.6	-1.2	-30	0.5	-0.2
CCOc1ccc(NC(=O)Cn2cncc2-c2ccc([N+](=O)[O-])cc2)cc1	-8	-0.6	2.0	3	1	-0.6	-0.8	2.2	-2	-1.4	0.1
CC(Sc1nc2c([nH]c3ccccc32)c(=O)n1C)c1ccccc1 (centres undefined)	-11	3.2	14*	-3	-2	2.7	-0.2	0.9	1	3.6	0.3
N#Cc1ccccc1OCC(=O)N(C1CCCCC1)C1CCS(=O)(=O)C1 (centres undefined)	-11	-0.6	0.1	-3	-3	1.0	-0.7	0.3	-1	1.0	1.3
CSc1ccc(S(=O)(=O)N2CCC(C(=O)NC3CC3)CC2)cc1	-5	1.3	0.9	0	-2	0.6	-0.8	-2.1	-2	0.9	-0.3
CCCSc1nnc2c(n1)OC(c1cccn1C)N(C(C)=O)c1ccccc1-2 (centres undefined)	-18	-0.1	0.5	-7	-4	0.5	-1.1	-1.0	-5	-1.6	-0.5
Nc1nc2ccc(-c3nc4ccccc4o3)cc2s1	i	14*	6.0	i	1	2.2	0.6	1.8	0	3.2	2.6
OCCN(CCO)Cc1ccc(Br)cc1	6	0.4	-1.4	-2	-5	-0.8	-1.5	-2.5	0	1.6	0.3
CCCC1NC(=S)NC(C)=C1C(C)=O (centres undefined)	-10	1.7	-3.0	-1	-2	0.5	-1.1	-0.8	0	-1.8	-0.5
Cc1cc(C)n2c(=S)[nH]nc2n1	6	-0.7	-0.3	0	2	0.2	-0.1	-2.0	-3	-0.2	-0.1
O=C(NC1(C(F)(F)F)C(=O)Nc2c1c(=O)[nH]c(=O)n2-c1ccc(F)cc1)c1cccnc1 (centres undefined)	-3	1.9	-0.7	-2	-3	0.3	-1.5	5.2	1	-0.2	-0.6
C/C(=N\Nc1cc(C)nc(-c2ccccc2O)n1)c1ccccc1O	-3	1.6	0.4	-1	-4	1.2	-1.5	-0.8	0	1.5	0.7

Some of these compounds in order of SMILES length, ascending.
SMILES	ADAM10 inh	hgDAF-12 ag	FXN GAA850 act	ADAM17 inh	SMARCA2 act	DAX1 inh-1	ssDAF12 agonist	PG9 binder	GC-A act	hcDAF-12 act	DAX1 inh-2
OCCN(CCO)Cc1ccc(Br)cc1	6	0.4	-1.4	-2	-5	-0.8	-1.5	-2.5	0	1.6	0.3
Cc1cc(C)n2c(=S)[nH]nc2n1	6	-0.7	-0.3	0	2	0.2	-0.1	-2.0	-3	-0.2	-0.1
CCCC1NC(=S)NC(C)=C1C(C)=O (centres undefined)	-10	1.7	-3.0	-1	-2	0.5	-1.1	-0.8	0	-1.8	-0.5
